FBW7 act = activators of human E3 ligase FBW7. Q969H0. 0.13% of 650,000 active. normalized activity (activation), % at 26.1 µM. AlphaScreen FBW7–phospho-cyclin E peptide binding, activator screen; in the data active means normalized activity above about 1.9%;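 further: purified mutant Fbw7 with reduced substrate affinity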
MITF inh = blocks human microphthalmia-associated transcription factor; AlphaScreen MITF homodimerization, bead proximity signal; inhibition, % at 2.6 µM; 0.91% of 650,000 active; in the data active means inhibition above about 50%;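 further: 0% = vehicle wells with protein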
Target sequence (O75030 whole entry, looked up): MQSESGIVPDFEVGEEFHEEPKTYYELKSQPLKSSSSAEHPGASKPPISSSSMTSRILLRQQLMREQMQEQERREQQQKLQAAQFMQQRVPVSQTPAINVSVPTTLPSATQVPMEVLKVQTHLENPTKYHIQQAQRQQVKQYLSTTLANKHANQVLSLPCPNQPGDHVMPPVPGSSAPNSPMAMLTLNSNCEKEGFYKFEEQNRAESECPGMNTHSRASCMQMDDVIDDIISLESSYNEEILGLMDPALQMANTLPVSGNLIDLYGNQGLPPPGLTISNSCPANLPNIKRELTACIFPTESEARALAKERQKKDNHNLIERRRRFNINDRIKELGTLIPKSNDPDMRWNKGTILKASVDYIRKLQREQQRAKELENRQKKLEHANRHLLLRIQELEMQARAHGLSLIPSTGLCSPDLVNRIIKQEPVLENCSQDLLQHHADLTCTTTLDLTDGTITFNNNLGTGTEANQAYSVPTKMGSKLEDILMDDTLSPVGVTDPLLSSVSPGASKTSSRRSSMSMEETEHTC
GPR151 ag = human GPR151 activation. Q8TDV0. PathHunter beta-arrestin GPR151 cells, luminescence. activation, % at 11.2 µM. 1% of 650,000 active; in the data active means activation above about 4.9%;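 further: 0% = median of compound wells and 100% = cells with positive control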
Target sequence (Q8TDV0 whole entry, looked up): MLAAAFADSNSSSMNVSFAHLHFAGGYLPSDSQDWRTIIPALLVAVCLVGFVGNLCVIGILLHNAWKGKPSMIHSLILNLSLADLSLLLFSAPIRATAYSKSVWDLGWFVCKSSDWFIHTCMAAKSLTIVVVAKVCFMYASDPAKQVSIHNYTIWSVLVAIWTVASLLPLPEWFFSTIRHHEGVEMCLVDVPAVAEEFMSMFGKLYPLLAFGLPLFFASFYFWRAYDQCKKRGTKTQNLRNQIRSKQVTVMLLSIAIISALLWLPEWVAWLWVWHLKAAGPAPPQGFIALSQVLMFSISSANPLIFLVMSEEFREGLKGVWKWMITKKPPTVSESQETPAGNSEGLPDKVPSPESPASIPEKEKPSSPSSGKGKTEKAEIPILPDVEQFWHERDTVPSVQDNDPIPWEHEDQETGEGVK
TEAD-YAP block = TEAD-YAP interaction inhibition | HEK-TIYL cells, TEAD-Gal4/YAP UAS-luciferase luminescence | inhibition, % at 9.12 µM | 1.4% of 640,000 active; in the data active means inhibition above about 32%;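 further: 0% = median of test compound wells and 100% = reference inhibitor wells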
* marks the source's active call; other numbers are inactive results. No enrichment for hits; about 3.5% have a hit in one of these screens.

Under each structure: GPR151 ag	TEAD-YAP block	MITF inh	FBW7 act
O=C(NCCN1CCN(C(=O)c2ccc(F)cc2)CC1)C(=O)Nc1ccc(Cl)cc1
→ -1.4	12	8	0.1
C=CCNC(=O)/C(=C/c1cccc([N+](=O)[O-])c1)NC(=O)c1ccco1
→ -0.6	-5	7	-0.1
CC1(C)N=C(c2ccc(Cl)cc2)C(=O)N1CC(=O)Nc1ccc(F)c(F)c1
→ -2.6	17	10	-0.1
COc1ccc([N+](=O)[O-])cc1NC(=O)c1cc(F)c(F)c(F)c1F
→ 2.5	-5	-14	0.2
O=C(O)c1ccc(-c2cnc3ccc(NC4CCC(O)CC4)nn23)cc1 (stereo unspecified)
→ -0.4	0	-10	0.2
C/C(=N/NC(=S)NN)c1ccccn1
→ 0.4	8	7	-0.2
N#CCc1ccc(NC(=O)COc2ccccc2Cl)cc1
→ -0.5	-14	-10	-0.2
CCCCC(=O)Nc1ccc(C(=O)Nc2cccc(C)n2)cc1
→ -1.1	-14	12	0.0
Cc1nc(NCCCn2ccnc2)cc(-c2cncc(-c3ccccc3)c2)n1
→ -0.1	-9	-12	-0.2
COc1ccccc1-c1n[nH]c(=S)n1-c1ccccc1
→ 0.1	-7	12	1.1
Cc1ccc(C(=O)NC(=S)NCc2cccnc2)cc1
→ -0.4	2	-13	-0.1
O=C1CC(=O)Nc2cc(S(=O)(=O)N3CCN(Cc4ccccc4)CC3)ccc2N1
→ 0.4	2	1	1.0
CCOc1ncccc1C(=O)Nc1ccc(-c2nc3cccnc3s2)cc1C
→ -1.3	-31	2	0.1
COc1cccc(-c2cc(C(=O)NCc3ccccc3)no2)c1
→ -0.4	-33	18	0.1
CC(C)(C)n1nnnc1C(c1cccnc1)N(Cc1ccccc1)Cc1cccs1 (stereo unspecified)
→ -0.5	3	-8	-0.1

Given as tab-separated lines: entries from further up.
smiles	GPR151 ag	TEAD-YAP block	MITF inh	FBW7 act
C/C(=N/NC(=S)NN)c1ccccn1	0.4	8	7	-0.2
N#CCc1ccc(NC(=O)COc2ccccc2Cl)cc1	-0.5	-14	-10	-0.2
CCCCC(=O)Nc1ccc(C(=O)Nc2cccc(C)n2)cc1	-1.1	-14	12	0.0
Cc1nc(NCCCn2ccnc2)cc(-c2cncc(-c3ccccc3)c2)n1	-0.1	-9	-12	-0.2

Carrying on.
Under each structure: GPR151 ag	TEAD-YAP block	MITF inh	FBW7 act
Cc1ccc(C2C(=O)N(C3CCCCC3)CC(=O)N2C2CCCCC2)cc1 (stereo unspecified)
→ 0.0	-7	3	0.0
CCOc1ccc(Nc2ccc([N+](=O)[O-])c3nonc23)cc1
→ -3.7	-38	30	-0.9
CCN(CC1CCCO1)C(=O)CC1(c2ccccc2Cl)CC(=O)N(C)C1=O (stereo unspecified)
→ 3.1	2	6	0.2
Cc1ccc(NC(=O)COC(=O)c2ccc(NC(N)=O)cc2)c([N+](=O)[O-])c1
→ -1.9	7	16	0.2
Cc1ccc(-c2csc(Nc3ccc(Oc4ccccc4)cc3)n2)cc1C
→ 0.2	-8	-12	0.1
O=C(c1ccc(CN2CCCCC2)o1)N1CCc2c(nc(N3CCCC3)[nH]c2=O)C1
→ 0.5	-1	6	-0.2
CCOc1ccc(N2COc3cc4c(cc3C2)OCO4)cc1
→ 0.0	-2	-1	-0.1
CCN(CC)S(=O)(=O)c1cccc(C(=O)N/N=C2\CC(=O)c3ccccc32)c1
→ -1.0	3	12	0.0
COc1ccccc1NCN1C(=O)C2CCCCC2C1=O (stereo unspecified)
→ -1.0	8	15	0.3
Cn1c(=O)n(C)c2cc(C(=O)c3ccccc3)ccc21
→ 1.3	1	12	0.2
COCCCNC(=O)/C(=C/c1ccccc1)NC(=O)c1ccccc1
→ 0.7	6	7	0.3
N#CC1=C(N)Oc2n[nH]c(-c3ccc(F)cc3)c2C1c1ccc(OCc2ccccc2F)cc1 (stereo unspecified)
→ -2.8	-24	16	0.5
Oc1ccccc1-c1nc(Nc2ccccc2Cl)c2ccccc2n1
→ -1.2	-6	5	-0.1
CC(C)n1cnc2c(N)nc(-c3cccs3)nc21
→ -1.6	0	6	0.1
O=C(Cc1cnc2ncnn2c1)N1CCc2c([nH]c3ccccc23)C1c1ccccn1 (stereo unspecified)
→ -0.6	35*	10	-0.3

Continuation.
Under each structure: GPR151 ag	TEAD-YAP block	MITF inh	FBW7 act
CNC(=O)C1Cc2ccccc2N1C(=O)COc1ccc(Cl)cc1 (stereo unspecified)
→ 0.9	2	-12	-0.1
COc1ccc(C2C(C(=O)NCc3ccccn3)c3ccccc3C(=O)N2Cc2ccc(F)cc2)cc1 (stereo unspecified)
→ -1.4	1	12	0.0
O=[N+]([O-])c1cccc2c1=C1C(Cl)=CC=C1C=2
→ 4.8	4	-1	0.1
COc1ccc(-n2c(C)cc(C(=O)CN3CCC(C)CC3)c2C)cc1
→ -1.6	-15	19	0.6
CCOC(=O)/C=C(/CC(O)(c1nc2ccccc2s1)C(F)(F)F)N1CCCC1 (stereo unspecified)
→ 1.5	13	4	0.5
CC(C)(C)c1cc(Sc2nnc(-c3ccc(C(=O)N4CCOCC4)cc3)c3ccccc23)cc(C(C)(C)C)c1O
→ -0.5	-4	-5	-0.3
Cc1ccc(N2C(=O)C(O)(C(F)(F)F)C3=C2CC(C)(C)CC3=O)cc1C (stereo unspecified)
→ -0.3	7	-2	-0.1
COc1cccc(OCC(O)CN(CCO)CCO)c1 (stereo unspecified)
→ 1.1	-3	5	0.0
COc1cc(C(=O)Nc2ccc(NC(=O)c3ccccc3)c(Cl)c2)cc(OC)c1OC
→ -1.2	6	3	0.5
COc1ccc(C2CC(c3cccs3)=NN2C(=O)CSc2nnc(CNC(=O)c3cccc(F)c3)n2CCc2ccccc2)cc1 (stereo unspecified)
→ -0.2	5	6	0.2
Cc1ccc(N2C(=O)CC(N3CCN(C4CCc5ccccc5C4)CC3)C2=O)cc1 (stereo unspecified)
→ 1.8	-7	-7	0.0
Cc1cc(C)nc(Sc2c(C)n[nH]c2C)n1
→ -0.8	3	19	0.5
NC(=O)c1cccnc1Nc1ccnc(Nc2ccc(N3CCOCC3)cc2)c1
→ -1.7	-3	2	-0.4
COc1cc(NC(=O)c2cccc(-n3cc(-n4ccc5ccccc54)cn3)c2)ccc1N1CCOCC1
→ -0.6	-17	0	-0.1
COc1ccccc1N1CCN(C(=O)c2cc3n(n2)C(C(F)(F)F)CC(c2ccc(C)cc2)N3)CC1 (stereo unspecified)
→ 0.7	-33	9	0.1

The list goes on.
Under each structure: GPR151 ag	TEAD-YAP block	MITF inh	FBW7 act
COCCNC(=O)C(CC(C)C)N1Cc2ccccc2C1=O (stereo unspecified)
→ 2.4	3	-19	0.1
Cc1ccc2cc(CN(Cc3cccs3)C(=O)NC3CCCCC3)c3nnnn3c2c1
→ -0.4	-17	12	-0.1
COc1ccc(NC(=O)CCS(=O)(=O)c2ccc3c(c2)SCC(=O)N3)cc1OC
→ 0.5	-4	-4	0.0
CC1CCN(c2c(NCc3ccc(C(=O)NCCc4ccccc4)cc3)c(=O)c2=O)CC1
→ 5.2*	-9	3	-0.3
N#C/C(=C(/O)c1ccc([N+](=O)[O-])cc1)c1nnc2n1CCCCC2
→ -0.5	10	3	0.0
COC(=O)c1ccc(C)c(NS(=O)(=O)c2ccc(F)cc2F)c1
→ 1.6	11	6	0.0
COc1ccc(/C(C)=N/OC/C(O)=C(\C#N)c2nc3ccccc3[nH]2)c(OC)c1
→ 0.7	5	2	0.2
Cc1ccc(NC(=O)Cn2cnc3sc(C(=O)N4CCOCC4)c(C)c3c2=O)cc1Cl
→ 0.6	-5	-13	0.0
CCCCNC(=O)c1c(O)c2ccccc2[nH]c1=O
→ 0.1	-28	1	-0.1
Cc1c(C(=O)Nn2cnnc2)cccc1[N+](=O)[O-]
→ 0.1	2	0	0.2
CCOc1ccc(NS(=O)(=O)c2cccc(C)c2)cc1
→ -0.5	-5	-21	-0.1
Cc1ccc(C(=O)NN(C)C)o1
→ -0.4	-4	91*	0.3
c1ccc2[nH]c(CNc3ncnc4nc(-c5csc6ccccc56)[nH]c34)nc2c1
→ -1.0	10	18	0.1
Cc1ccccc1C(=O)NC(C)c1nnc2n1CCN(CCO)CC2 (stereo unspecified)
→ -0.6	10	8	0.3
Cc1ccc(NC(=O)Cn2cnc3sc(C)c(C)c3c2=O)cc1Cl
→ 0.6	-1	-7	-0.1

5 records picked at random from those above, as already listed:
Under each structure: GPR151 ag	TEAD-YAP block	MITF inh	FBW7 act
Cc1c(C(=O)Nn2cnnc2)cccc1[N+](=O)[O-]
→ 0.1	2	0	0.2
COc1ccc(NC(=O)CCS(=O)(=O)c2ccc3c(c2)SCC(=O)N3)cc1OC
→ 0.5	-4	-4	0.0
COCCNC(=O)C(CC(C)C)N1Cc2ccccc2C1=O (stereo unspecified)
→ 2.4	3	-19	0.1
Cc1ccccc1C(=O)NC(C)c1nnc2n1CCN(CCO)CC2 (stereo unspecified)
→ -0.6	10	8	0.3
c1ccc2[nH]c(CNc3ncnc4nc(-c5csc6ccccc56)[nH]c34)nc2c1
→ -1.0	10	18	0.1

Other results follow.
Under each structure: GPR151 ag	TEAD-YAP block	MITF inh	FBW7 act
COc1cccc(C2NC(=O)NC(C)=C2C(=O)Nc2ccccc2Cl)c1OC (stereo unspecified)
→ 1.7	-5	7	0.4
N#CC1=C(N)N(c2ncn[nH]2)C2=C(C(=O)CC(c3ccccc3)C2)C1c1ccc(Cl)cc1Cl (stereo unspecified)
→ -1.2	1	-7	-0.2
CCOc1ccc(-n2cc(C(=O)Nc3cccc(OC)c3)c3cc(OC)c(OC)cc3c2=O)cc1
→ 0.7	14	-1	0.4
O=C(O)c1ccccc1C1=Nc2ccc(O)cc2Oc2cc(O)ccc21
→ 0.2	-5	13	0.2
O=c1ccnc(SCc2cn3cc(Cl)ccc3n2)[nH]1
→ -0.8	0	0	-0.1
Cc1cccc(C(=O)NNC(=O)/C=C\C(=O)O)c1
→ 0.9	-26	-4	-0.2
Cc1ccc(-c2cc(C(=O)OC(C(=O)NC(N)=O)C(C)C)c3ccccc3n2)o1 (stereo unspecified)
→ -2.3	2	2	-0.1
COc1ccc(OC)c(NC(=O)CN(c2ccccc2OC)S(=O)(=O)c2ccc(C)cc2)c1
→ -1.0	10	4	-0.2
COC(C(=O)Nc1cccc(F)c1)c1ccccc1 (stereo unspecified)
→ 1.3	10	14	0.8
Cc1ccc(C(=O)NCCc2nc3ccccc3[nH]2)cc1
→ 2.5	-1	-8	0.1
Cn1c(C(=O)Nc2ccccc2)cc2c(=O)n3ccccc3nc21
→ 0.2	-21	12	1.4
CCCOc1ccc(N2CC(C(=O)NC(C)C)CC2=O)cc1 (stereo unspecified)
→ 0.1	-4	-1	0.0
Cn1nnnc1SCC(=O)NCc1cc([N+](=O)[O-])ccc1O
→ 0.4	-5	6	0.1
O=C(CN1C(=O)C(=O)N(C2CCCC2)C1=O)c1ccc(S(=O)(=O)N2CCCC2)cc1
→ -0.2	7	7	0.0
CC(=O)Nc1ccc(N2C(=O)c3ccc(Oc4ccc(Cl)cc4)cc3C2=O)cc1
→ -1.3	5	10	0.1

Other structures.
Under each structure: GPR151 ag	TEAD-YAP block	MITF inh	FBW7 act
O=C(N1C2CCC1CC(O)(c1ccccc1F)C2)C(F)(F)F (stereo unspecified)
→ 0.8	-7	12	1.0
O=C(CSc1nnnn1-c1ccc(Cl)cc1)Nc1ccccc1C(F)(F)F
→ 0.0	4	-5	-0.1
O=C(Cc1coc2ccc3ccccc3c12)Nc1nccs1
→ 0.7	4	7	0.4
COCCNS(=O)(=O)c1cc(Br)ccc1OC
→ 3.7	2	15	-0.1
CCOC(=O)C1=C(C)N=c2s/c(=C\c3ccc(OCc4ccccc4)cc3)c(=O)n2C1c1ccc(OC)cc1OC (stereo unspecified)
→ 0.8	3	8	0.1
CC1CCN(C(c2ccc(N(C)C)cc2)c2nnnn2C(C)(C)C)CC1 (stereo unspecified)
→ 1.6	5	2	-0.1
O=C(CC1(c2cccc(F)c2)CC(=O)N(Cc2cccnc2)C1=O)N1CCCC(O)C1 (stereo unspecified)
→ -0.6	5	-3	-0.1
Cc1cc(C(=O)Nc2nc3ccc(S(C)(=O)=O)cc3s2)no1
→ 1.7	0	9	-0.8
CCOC(=O)Nc1ccc(S(=O)(=O)Nc2ccccc2OC)cc1
→ -1.5	6	15	0.1
COc1cccc(OC2=C(Cl)C(=O)N(c3ccccc3Cl)C2=O)c1
→ -0.5	2	-2	0.0
COc1cccc(C(=S)N2CCOCC2)c1OC
→ 0.6	4	20	0.0
Cc1ccc(-n2ncc3c(=O)n(CC(=O)Nc4cccc(F)c4)cnc32)cc1
→ 1.5	-9	-10	-0.1
CC(=O)Nc1ccccc1NC(=O)c1ccccc1Br
→ 0.6	2	-3	-0.1
CCC(C)C1N=C2c3ccccc3N=C(SCC(=O)N3CC(C)CC(C)C3)N2C1=O (stereo unspecified)
→ 12*	0	3	0.1
